Screening results as filed in PubChem.
12-LOX inh – Primary qHTS assay for inhibitors of human arachidonate 12S-lipoxygenase (ALOX12): Round 2; purified 12hLO, xylenol orange hydroperoxide absorbance; 580,000 compounds, 1.1% hits; Potency, µM (titrated, usually from 108 µM), inactives show at the highest dose activity change, negative = inhibition, actives largely listed as inhibitors; note: % is set by controls: 0 for no effect and ±100 for the full control effect
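Hydroperoxide product was detected by ferrous iron/xylenol orange as the 573 to 405 nm absorbance ratio. Arachidonic acid at 40 uM (final) was turned over for 30 min at room temperature by 150 nM human 12hLO, pH 7.0 Hepes buffer, after 15 min compound preincubation.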
HP1b chromo inh – HTS for Inhibitors of HP1-beta Chromodomain Interactions with Methylated Histone Tails; AlphaScreen HP1-beta / biotin-H3K9me3 peptide binding; Potency, µM (doses to about 114 µM), inactives show top-dose activity change, negative = inhibition, usual class: inhibitors; 390,000 compounds, 0.56% hits; note: nearly all actives have a fitted effect of over 70% in size; inactives centre near 23
Target sequence (P83916 whole entry, looked up): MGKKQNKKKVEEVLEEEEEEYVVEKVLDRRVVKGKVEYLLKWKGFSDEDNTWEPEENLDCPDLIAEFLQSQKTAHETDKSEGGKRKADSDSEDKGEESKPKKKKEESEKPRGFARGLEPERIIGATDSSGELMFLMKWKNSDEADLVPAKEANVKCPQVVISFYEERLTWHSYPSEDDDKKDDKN
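AlphaScreen: HP1-beta (50 nM) preformed 30 min with biotin-H3(1-18)K9me3 peptide (50 nM) in PBS pH 7.4, 0.01% Tween-20. Compound added for 30 min at RT, then streptavidin donor/nickel chelate acceptor beads (10 ug/mL) for 30 min.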
ERG-DNA inh – qHTS for Small Molecule Inhibitors of the ERG Ets/DNA interaction | fluorescence polarization, His-ERG Ets domain / labelled DNA | 370,000 compounds, 0.028% hits | Potency, µM (doses to about 76.9 µM), inactives show top-dose FP activity, negative = inhibition, hits mostly inhibitors | Transcriptional regulator ERG (Homo sapiens), P11308; active = well fitted inhibition curve with a large enough effect in the polarisation, with a control signal flat; inconclusive = small, poorly fitted or top-dose-only effect, or effect the other way, or a change in a side signal; inactive = no such curve, though single readings can be large or run the other way; the % refers to the polarisation;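 note: polarization taken with two DNA probes labelled with fluorescein and Texas red; % of control where 0% means no effect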
Target sequence (P11308 whole entry, looked up, the tested form may be a part): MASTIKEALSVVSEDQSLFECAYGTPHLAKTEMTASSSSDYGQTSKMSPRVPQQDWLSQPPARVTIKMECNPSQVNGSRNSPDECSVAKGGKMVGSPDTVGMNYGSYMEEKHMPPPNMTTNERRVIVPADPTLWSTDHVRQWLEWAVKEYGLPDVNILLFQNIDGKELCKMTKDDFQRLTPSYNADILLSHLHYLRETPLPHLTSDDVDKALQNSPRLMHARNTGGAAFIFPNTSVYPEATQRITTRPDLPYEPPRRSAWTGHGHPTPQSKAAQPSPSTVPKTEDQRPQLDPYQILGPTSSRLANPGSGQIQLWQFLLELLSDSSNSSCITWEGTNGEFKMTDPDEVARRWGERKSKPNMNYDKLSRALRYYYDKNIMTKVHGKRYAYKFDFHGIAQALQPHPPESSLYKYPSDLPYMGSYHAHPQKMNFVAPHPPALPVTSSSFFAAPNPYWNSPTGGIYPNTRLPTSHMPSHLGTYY
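His-tagged ERG Ets domain (1 uM in the protein solution; 300mM KCl, 50mM Tris-HCl, 1mM EDTA, 1mM DTT, pH 7.5) received compound, then a probe mix of 5 nM fluorescein-DNA and 100nM Texas-615-DNA. Fluorescence polarization was read for both dyes.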
Pin1 inh – qHTS Assay to Find Inhibitors of Pin1 | Peptidyl-prolyl cis-trans isomerase NIMA-interacting 1 (Homo sapiens), Q13526 | Pin1 FP peptide displacement, HiFluor488, 10 min | Potency, µM (titrated, usually from 115 µM), for the others: top-dose activity, negative = inhibition, hits mostly inhibitors | 390,000 compounds, 0.009% hits | AID 504891, 2011; active = well fitted inhibition curve with a large enough effect in the polarisation, with a control signal flat, not every such curve was filed as active; inconclusive = small, poorly fitted or top-dose-only effect, or effect the other way, or a change in a side signal; inactive = no such curve, though single readings can be large or run the other way; the % refers to the polarisation; note: % is set by controls: 0 for no effect and ±100 for the full control effect
Target sequence (Q13526 whole entry, looked up): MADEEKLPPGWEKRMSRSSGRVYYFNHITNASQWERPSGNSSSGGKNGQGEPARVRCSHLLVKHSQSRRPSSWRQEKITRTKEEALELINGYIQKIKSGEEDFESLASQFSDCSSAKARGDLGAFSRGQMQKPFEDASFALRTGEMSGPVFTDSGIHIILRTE
GLS inh – qHTS for Inhibitors of Glutaminase (GLS). 410,000 compounds, 0.21% hits. GLS enzymatic activity, qHTS titration. Glutaminase kidney isoform, mitochondrial (Homo sapiens), O94925. AID 624170, 2012. Potency, µM (titrated, usually from 45.5 µM), inactives show at the top dose activity change, negative = inhibition, actives largely listed as inhibitors; note: % is set by controls: 0 for no effect and ±100 for the full control effect
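hKGA; 45 mM KH2PO4 pH 8.2 + 0.02% Tween-20; cpd via pin tool; 1 mM Gln soln; GluOx/HRP/Amplex Red; RT 30 min; fluor. t0 & final.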
RGS4 inhibitor – Inhibitors of Regulator of G Protein Signaling (RGS) 4: qHTS. Regulator of G-protein signaling 4 (Homo sapiens), P49798. AID 504845, 2011. Transcreener GDP fluorescence polarization, RGS4-accelerated GTP hydrolysis. Potency, µM (top dose mostly 114 µM), for the others: at the top dose activity change, negative = inhibition, usual class: inhibitors. 390,000 compounds, 0.039% hits; note: % is set by controls: 0 for no effect and ±100 for the full control effect; nearly all actives have a fitted effect of over 75% in size; some results filed as inactive show a strong effect at the top dose
Target sequence (P49798 whole entry, looked up): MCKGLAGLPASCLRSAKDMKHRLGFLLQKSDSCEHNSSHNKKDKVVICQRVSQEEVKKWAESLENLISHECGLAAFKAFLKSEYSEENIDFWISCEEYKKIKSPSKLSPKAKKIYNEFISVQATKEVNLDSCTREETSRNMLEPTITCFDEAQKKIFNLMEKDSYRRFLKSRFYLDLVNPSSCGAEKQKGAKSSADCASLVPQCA
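MLSMR compounds (23 nl, pin-transferred) preincubated 10 min at room temperature with a 500nM (2x) first reagent, then RGS4 at 900nM (2x) plus Transcreener GDP mix added; fluorescence polarization (620/688 nm) read before and after 90 min at 30 °C.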
Tb PGK inh – qHTS Assay to Find Inhibitors of Phosphoglycerate Kinase | Phosphoglycerate kinase, glycosomal (Trypanosoma brucei brucei), P07378 | PGK/GAPDH coupled, Kinase-Glo luminescence, 60 min | Potency, µM (highest dose often 57.5 µM), for the others: at the highest dose activity change, negative = inhibition, actives largely listed as inhibitors | 380,000 compounds, 0.043% hits | AID 602233, 2012; note: % is set by controls: 0 for no effect and ±100 for the full control effect; nearly all actives have a fitted effect of over 60% in size
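Luminescent ATP detection (Kinase-Glo Plus) follows a 60-minute room-temperature incubation, with wells lacking PGK as controls. Buffer: 100 mM TEA (pH 7.6), 5 mM MgCl2, 0.01% Tween-20. Coupling enzyme GAPDH (100 nM final) supplies unstable 1,3-BPG in-well.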
JMJD2A Tudor inh – qHTS Assay for Inhibitors of JMJD2A-Tudor Domain; Potency, µM (series often up to 114 µM), for inactives: top-dose activity change, negative = inhibition, most hits filed as inhibitors; Lysine-specific demethylase 4A (Homo sapiens), O75164; AID 504339, 2011; 390,000 compounds, 4.4% hits; AlphaScreen JMJD2A-Tudor / H3K4me3 peptide binding; note: % is set by controls: 0 for no effect and ±100 for the full control effect; nearly all actives have a fitted effect of over 50% in size
TrxR1 inh – qHTS Assay for Inhibitors of Mammalian Selenoprotein Thioredoxin Reductase 1 (TrxR1): qHTS | Thioredoxin reductase 1, cytoplasmic (Rattus norvegicus), O89049 | recombinant rTrxR1, NADPH fluorescence consumption, selenite substrate | Potency, µM (doses to about 114 µM), without a hit: at the highest dose activity change, negative = inhibition, hits mostly inhibitors | 390,000 compounds, 1% hits | AID 588453, 2011; note: % is set by controls: 0 for no effect and ±100 for the full control effect; nearly all actives have a fitted effect of over 65% in size
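Rat TrxR1 (90 nM in the dispensed reagent) was pre-reduced with 400 uM NADPH for 5 min at room temperature, then incubated with compound for 15 min. After 400 uM selenite was added, NADPH fluorescence (Ex 340/Em 450 nm) was followed for 8 min.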
Starred values were filed as active, the others as inactive; i = inactive; ? = inconclusive; nt = not tested or not shown; & = joins results of further samples; [ ] = another dose, or the depositor's remark. Unless noted, calls come from the whole dose curve; as a rule, active = well fitted curve in the direction sought with a large enough effect; inconclusive = small, poorly fitted or top-dose-only effect, or another doubt; inactive = no such curve, though single readings can be large; an effect the other way counts as inactive or inconclusive. Potency is the fitted concentration of half-maximal effect.

12-LOX inh	HP1b chromo inh	ERG-DNA inh	Pin1 inh	GLS inh	RGS4 inhibitor	Tb PGK inh	JMJD2A Tudor inh	TrxR1 inh	SMILES
0%	17%	1%	0%	2%	12%	i	-14%	27%	CCS(=O)(=O)c1ncc(N(Cc2ccc(F)cc2)Cc2ccco2)c(C(=O)Nc2cc(C)ccc2C)n1
3%	29%[57 µM]	-4%	-5%	1%	3%	i	-12%	-18%[2.29 µM]	COc1ccccc1CNC(=O)CN1NS(=O)(=O)c2ccccc2C1=O
-2%	18%	5%	2%	1%	4%	-5%	1%	18%	CCOc1ccc(NC(=O)COC(=O)C2C3CC4OC(=O)C2C4C3)cc1 (stereo unspecified)
-16%	6%	-5%	-13%	6%	9%	1%	-7%	0%	COCCCNC(=O)C1CCCN(C(=O)Nc2ccc(OC)cc2)C1 (stereo unspecified)
8%	23%	nt	9%	5%	26%	14%	-3%	-12%	N#Cc1c2c(c(-c3ccccc3)[nH]c1=O)CCCC2
0%	-7%	-1%	4%	4%	-4%	5%	-26%	-2%	Cc1ccccc1NC(=O)c1cccc2nc3ccccc3nc12
0%	58%[activator]	-5%	5%	14%	30%[11.4 µM]	-3%	-17%[11.4 µM]	-26%	O=C(Nn1cnnc1)c1cc(-c2cccc(Br)c2)nc2ccccc12
0%	4%	9%	0%	?	-18%	6%	-8%	6%[57.1 µM]	NNC(=O)c1cncc(Br)c1
40%[activator]	-11%	-10%	-3%	-15%	2%	i	-10%	9%	O=C(COc1cccc(Br)c1)N/N=C1\CCCc2ccccc21
4%	41%[activator]	3%	3%	1%	-4%	-4%	?	9%[57.1 µM]	COc1cc(/C=N/NC(=O)c2ccccn2)cc2c1OCO2
28%	16%	-9%	-1%	12%	11%	14%	1%	0%[57.1 µM]	CCOc1ccc(NC(=O)CSc2nc3ccccc3nc2N2CC(C)OC(C)C2)cc1 (stereo unspecified)
-10%	12%	nt	?	33%[activator]	20%	-8%	-15%	-7%	COc1ccc(Cl)cc1N=Cc1c(O)cc(C)oc1=O
0%	26%	-14%	9%	4%	13%	-6%	-10%	2%[57.1 µM]	Cc1c(C(=O)NN2CCOCC2)oc2c1ccc1ccccc12
?	-9%	14%	-17%	-6%	?	-1%	?	-6%[57.1 µM]	O=C(Cn1nc2ccccc2n1)N/N=C/c1cc([N+](=O)[O-])ccc1O
-15%	?	2%	13%	-10%	12%	-9%	?	9%[57.1 µM]	COc1ccc(C(C(=O)Nc2ccc3c(c2)OCO3)N(C)C(=O)Cc2c[nH]c3ccccc23)cc1 (stereo unspecified)
?	52%[activator]	-1%	-6%	-9%	-12%	6%	-4%	9%[57.1 µM]	O=C(O)c1cccc(OCCN2CCCC2=O)c1
-3%	41%	-14%	-6%	-2%	-8%	-8%	2%	16%	Cc1ccc(CCSCC(=O)O)cn1
60%[activator]	0%	-2%	?	36%[activator]	-4%	0%	?	-10%[57.1 µM]	CCc1nc(Nc2ccc(N3CCN(C(C)=O)CC3)cc2)c2oc3ccccc3c2n1
nt	15%	nt	1%	nt	28%	nt	-12%	20%	O=S(=O)(c1ccc(F)cc1)N1CCN(c2nc(-c3ccccc3)nc3cc(Cl)ccc23)CC1
30%[activator]	24%	2%	2%	0%	1%	-5%	-19%	10%	O=C(CCc1ccc(S(=O)(=O)N2CCOCC2)cc1)Nc1ccc(F)c(F)c1F
-1%	17%	16%	-5%	-4%	6%	-2%	-23%	15%[57.1 µM]	CN(Cc1ccccc1)c1nc2c(c(=O)n(C)c(=O)n2C)n1CCSc1ncccn1
-1%	28%	-5%	1%	17%	-31%	-1%	-9%	-1%	O=C(Nc1ccc(N2CCN(C(=O)c3ccccc3)CC2)cc1)c1ccc2c(c1)OCCO2
-5%	26%	-23%	-9%	2%	?	i	2%	11%[57.1 µM]	CC1CCC(C(C)C)C(OC(=O)CSc2nccc(=O)[nH]2)C1 (stereo unspecified)
-10%	3%	-1%	29%	-5%	-22%	nt	-15%	-13%[57.1 µM]	CCOc1ccc(-c2c(C)nn3c(C)c(C(=O)NCc4ccc(C)o4)cnc23)cc1OCC
-24%	7%	0%	4%	0%	28%	-8%	-9%	33%	Cc1ccc(NC(=O)c2ccc(S(=O)(=O)N3CCCCCC3)cc2)nc1
7%	38%	-1%	1%	2%	-2%	5%	3%	-12%	Fc1cccc(Cl)c1COc1ccc(-c2nnco2)cc1
41%[activator]	24%	-13%	2%	0%	30%	-3%	-14%	17%	CC(C)c1ccc(NC(=O)N2CCOCC2)cc1
8%	13%	-4%	9%	11%	-21%	-1%	-13%	-1%	COc1ccccc1NS(=O)(=O)c1ccc(Cl)c(NC(=O)C(C)N2C(=O)c3ccccc3C2=O)c1 (stereo unspecified)
202%[activator]	29%	-5%	?	0%	-15%	i	-11%	10%	CC1=CC2=NC(=O)/C(=C/c3coc4ccc(Cl)cc4c3=O)C(=N)N2O1
0%	14%	1%	3%	-2%	18%	4%	-5%	14%	COc1cccc(NC(=O)COc2ccc(N3CC(C(=O)NCC(C)C)CC3=O)cc2)c1 (stereo unspecified)

2 records picked at random from those above, as already listed:
12-LOX inh	HP1b chromo inh	ERG-DNA inh	Pin1 inh	GLS inh	RGS4 inhibitor	Tb PGK inh	JMJD2A Tudor inh	TrxR1 inh	SMILES
0%	26%	-14%	9%	4%	13%	-6%	-10%	2%[57.1 µM]	Cc1c(C(=O)NN2CCOCC2)oc2c1ccc1ccccc12
60%[activator]	0%	-2%	?	36%[activator]	-4%	0%	?	-10%[57.1 µM]	CCc1nc(Nc2ccc(N3CCN(C(C)=O)CC3)cc2)c2oc3ccccc3c2n1

New compounds follow
12-LOX inh	HP1b chromo inh	ERG-DNA inh	Pin1 inh	GLS inh	RGS4 inhibitor	Tb PGK inh	JMJD2A Tudor inh	TrxR1 inh	SMILES
-7%	28%	-2%	0%	3%	22%	5%	-4%	1%	Cn1c(=O)c2c(nc(Oc3ccc4c(c3)OCO4)n2Cc2ccc(F)cc2)n(C)c1=O
11%	28%	nt	-1%	-5%	-5%	10%	-14%	12%	OCCn1c(SCCOc2ccccc2)nc2ccccc21
-7%	29%	7%	0%	1%	-2%	-5%	-10%	31%	CCCn1c(N)c(N(CCOC)C(=O)c2ccc(F)cc2F)c(=O)[nH]c1=O
132%[activator]	50%[activator]	-4%	0%	-4%	1%	-5%	-4%	?	Cc1cc(-c2nc(C)c(-c3nnc(SCC(=O)Nc4ccc(Cl)cc4)n3C)s2)no1
-12%	10%	-4%	-2%	-15%	-50%	-4%	-21%	15%[57.1 µM]	COc1ccc(C2C3(C#N)C(N)=NC(OC)(OC)C23C#N)cc1 (stereo unspecified)
-18%	37%	-3%	13%	-4%	-14%	i	-25%	9%	COc1ccc(-c2[nH]c3ccccc3c2SCCNC(=O)c2ccc(S(=O)(=O)N(C)C)cc2)cc1
43%[activator]	75%[activator]	-6%	?	9%	19%	i	56%[activator]	14%	COc1ccccc1-c1ccc(SCc2ccc(F)cc2)nn1
-3%	17%	-8%	-8%	4%	21%	-3%	28µM*	28%	COCC1CCCN(C(=O)c2ccc(OC3CCN(Cc4ccccn4)CC3)cc2)C1 (stereo unspecified)
6%	29%	nt	8%	6%	18%	-8%	-17%	14%	Cc1ccccc1NC(=O)Cc1nc(COC(=O)C(NC(=O)c2ccccc2C)C(C)C)cs1 (stereo unspecified)
-10%&52%	26%	-2%	1%	0%	2%	2%	-4%	0%	Cc1cc(=O)oc2cc(OC(C)C(=O)NCCCn3ccnc3)ccc12 (stereo unspecified)
18%	29%	-12%	5%	-6%	-22%	-5%	-17%	15%[0.0914 µM]	O=C(/C=C/c1ccccc1Cl)N(Cc1ccc(Cl)cc1)C1CCS(=O)(=O)C1 (stereo unspecified)
-15%	5%	-3%	1%	-9%	13%	i	-30%	11%	CCOc1ccccc1NC(=O)Nc1nnc(N(C)Cc2ccccc2)s1
40µM*	4%	-4%	30%[activator]	9%	-4%	-4%	-30%	?	O=C1OC(/C=C/c2ccc(Cl)cc2)=NC/1=C/c1ccco1
?	16%	1%	0%	-3%	-23%	-6%	-18%	-11%	CC(C)C(NCc1c(Cl)cccc1Cl)C(=O)O (stereo unspecified)
-3%	11%	6%	5%	-6%	4%	i	?	9%	COc1ccc(NC(c2nnc(-c3ccccc3)o2)c2ccccc2F)cc1Cl (stereo unspecified)
-11%	27%	nt	1%	11%	?	i	-9%	-28%	Cc1ccc(C(c2c(C)[nH][nH]c2=O)c2c(C)[nH][nH]c2=O)cc1[N+](=O)[O-]

These rows are one share of the data; the hit share may differ from the screen's.
